Pol eta inh = inhibitors of human DNA polymerase eta. Q9Y253. recombinant Pol eta, fluorescent DNA replication assay. Potency, µM (series often up to 114 µM), inactives show at the highest dose activity change, negative = inhibition, most hits filed as inhibitors. 390,000 compounds, 1.2% hits. AID 588591; further: potency means the concentration at half of the fitted maximal effect; on the % scale 0 is the no-effect control and ±100 the full control effect
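Pol eta at 10 nM preincubated with compounds 15 min at room temperature; reaction started with fluorescent substrate (50 nM final) and read kinetically at 0 and 10 min.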
Pol kappa inh = DNA polymerase kappa (human) inhibition | Q9UBT6 | purified Pol kappa, fluorescent DNA synthesis assay, 10 min | Potency, µM (top dose mostly 107 µM), for inactives: at the top dose activity, negative = inhibition, actives largely listed as inhibitors | 400,000 compounds, 0.53% hits; further: potency means the concentration at half of the fitted maximal effect; on the % scale 0 is the no-effect control and ±100 the full control effect
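Kinetic fluorescence screen: compound preincubated 15 min RT with 10 nM enzyme; 50 nM substrate (final) initiates; reads at 0/10 min.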
Apoferritin bind = candidate novel general anesthetic via apoferritin binding; P02791; apoferritin/1-aminoanthracene competitive binding, fluorescence; Potency, µM (highest dose often 77.5 µM), inactives show at the highest dose activity change, negative = displacement, usual class: inhibitors; 350,000 compounds, 0.074% hits; AID 485281; further: potency means the concentration at half of the fitted maximal effect; on the % scale 0 is the no-effect control and ±100 the full control effect; nearly all actives have a fitted effect of over 20% in size
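Steps: apoferritin (10 uM) was premixed with half-saturated 1-AMA in PBS, compounds were pin-transferred, plates stood 10 min at room temperature, fluorescence was read at 380/535 nm, and curves were fitted with a Hill equation.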
Pol iota inh = blocks human DNA polymerase iota activity | Q9UNA4 | Pol iota fluorescent replication assay, 10 min | Potency, µM (series often up to 115 µM), for inactives: at the highest dose activity, negative = inhibition, actives largely listed as inhibitors | 390,000 compounds, 1% hits; further: potency means the concentration at half of the fitted maximal effect
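Pol iota at 10 nM preincubated 15 min with compounds at room temperature; reaction started with fluorescent substrate, 50 nM final. Fluorescence read kinetically at 0 and 10 min; buffer-only wells as negative control.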
RXFP1 antag = antagonists of human relaxin receptor RXFP1; Q9HBX9; 350,000 compounds, 0.59% hits; activity change, negative = inhibition, % at 57.5 µM; HEK293-RXFP1, relaxin-stimulated cAMP HTRF, 30 min; active compounds read low;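 active means activity change of -60% or lower, but not beyond a set lower limit; inconclusive means change between -60% and -40%, or beyond the set limit; inactive means change above -40%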; further: on the % scale 0 is the no-effect control and ±100 the full control effect
Target sequence (Q9HBX9 whole entry, looked up): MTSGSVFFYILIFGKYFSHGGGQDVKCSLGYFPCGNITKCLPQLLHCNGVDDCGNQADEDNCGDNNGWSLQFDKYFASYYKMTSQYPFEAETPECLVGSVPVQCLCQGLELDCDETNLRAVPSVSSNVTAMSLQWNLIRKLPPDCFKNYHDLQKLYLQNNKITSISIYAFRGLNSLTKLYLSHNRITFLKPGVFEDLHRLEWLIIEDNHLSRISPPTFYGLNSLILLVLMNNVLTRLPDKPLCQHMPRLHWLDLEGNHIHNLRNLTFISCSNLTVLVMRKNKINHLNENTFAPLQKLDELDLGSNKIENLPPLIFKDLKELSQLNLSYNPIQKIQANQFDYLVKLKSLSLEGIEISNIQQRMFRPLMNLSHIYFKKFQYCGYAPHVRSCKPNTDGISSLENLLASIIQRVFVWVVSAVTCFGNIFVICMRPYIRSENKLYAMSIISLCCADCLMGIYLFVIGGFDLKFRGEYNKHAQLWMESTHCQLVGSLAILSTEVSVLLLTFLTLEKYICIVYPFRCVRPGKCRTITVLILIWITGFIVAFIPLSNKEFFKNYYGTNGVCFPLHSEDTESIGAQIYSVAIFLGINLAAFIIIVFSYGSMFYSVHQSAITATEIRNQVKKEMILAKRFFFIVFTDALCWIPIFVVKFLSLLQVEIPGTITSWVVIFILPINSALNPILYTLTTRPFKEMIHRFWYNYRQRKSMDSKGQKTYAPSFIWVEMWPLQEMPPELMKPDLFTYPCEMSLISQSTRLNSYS
PGK inhibitor = T. brucei PGK inhibition. P07378. PGK/GAPDH coupled, Kinase-Glo luminescence, 60 min. Potency, µM (series often up to 57.5 µM), without a hit: top-dose activity change, negative = inhibition, usual class: inhibitors. 380,000 compounds, 0.043% hits. AID 602233; further: potency means the concentration at half of the fitted maximal effect; on the % scale 0 is the no-effect control and ±100 the full control effect; nearly all actives have a fitted effect of over 60% in size
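Recombinant glycosomal PGK reaction used 1,3-bisphosphoglycerate generated in-well by GAPDH (100nM final) in 100mM TEA pH 7.6, 5mM MgCl2, 0.01% Tween-20. After 60 minutes at room temperature, ATP was read by Kinase-Glo Plus luminescence end-point.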
APEX1 inh = APE1 (human) endonuclease inhibition; 350,000 compounds, 0.35% hits; recombinant APE1, TAMRA/BHQ-2 abasic DNA cleavage fluorescence; Potency, µM (doses to about 65.8 µM), without a hit: at the highest dose activity change, negative = inhibition, actives largely listed as inhibitors;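 further: potency means the concentration at half of the fitted maximal effect; plate controls were vehicle for no effect and reference inhibitor for full effect; nearly all actives have a fitted effect of over 55% in size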
Target sequence (P27695 whole entry, looked up): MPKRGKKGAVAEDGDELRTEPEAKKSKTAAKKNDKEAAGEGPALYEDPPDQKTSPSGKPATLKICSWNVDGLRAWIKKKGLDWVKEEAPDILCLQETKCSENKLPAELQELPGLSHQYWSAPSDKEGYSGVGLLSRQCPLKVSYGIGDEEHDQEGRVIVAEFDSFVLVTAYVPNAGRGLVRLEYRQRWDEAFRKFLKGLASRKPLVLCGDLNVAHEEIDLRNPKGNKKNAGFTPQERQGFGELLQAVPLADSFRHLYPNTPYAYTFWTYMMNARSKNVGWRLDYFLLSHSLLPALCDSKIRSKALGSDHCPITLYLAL
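Endonuclease cleavage of a quenched abasic-site DNA duplex (50 nM) by APE1 (0.75 nM) was tracked by TAMRA dequenching. Compounds were preincubated with enzyme 15 min at room temperature; data normalized to buffer-only and DMSO wells plus NSC13755 control.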
BLM helicase inh = Bloom syndrome helicase (human) inhibition | P54132 | recombinant BLM DNA unwinding, fluorescence dequenching | Potency, µM (doses to about 56.1 µM), inactives show at the top dose activity change, negative = inhibition, actives largely listed as inhibitors | 350,000 compounds, 0.2% hits | AID 2528;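 further: potency means the concentration at half of the fitted maximal effect; plate controls were vehicle for no effect and no enzyme for full effect; nearly all actives have a fitted effect of over 35% in size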
Pol beta inh = inhibitors of human DNA polymerase beta | Potency, µM (series often up to 114 µM), for inactives: at the highest dose activity change, negative = inhibition, actives largely listed as inhibitors | P06746 | AID 485314 | Pol beta primer extension/strand displacement, fluorescence kinetic | 340,000 compounds, 1.3% hits; further: potency means the concentration at half of the fitted maximal effect; on the % scale 0 is the no-effect control and ±100 the full control effect
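Kinetic readout of DNA synthesis with strand displacement by Pol beta. Compound and 10 nM enzyme sit 15 min at room temperature; 50 nM substrate starts the reaction, read immediately and at 10 min.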
The depositor's hits bear a star; & = joins results of further samples; [ ] = dose if it differs, or a comment. Unless noted, the call rests on the fitted dose curve; in most records, active means well fitted curve in the direction sought with a large enough effect; inconclusive means small, poorly fitted or top-dose-only effect, or another doubt; inactive means no such curve, though single readings can be large; an effect the other way counts as inactive or inconclusive.

For Cc1ccccc1C1=CCN(c2ncc(NC(=O)c3ccc(Cl)cc3)cc2C(=O)O)CC1 the results were Pol eta inh inconclusive, Pol kappa inh -9%[60.1 µM], Apoferritin bind -12%, Pol iota inh 57%[activator], RXFP1 antag -6, PGK inhibitor -10%, BLM helicase inh -10% and Pol beta inh 13%.
For Cn1c(C(=O)N2CCc3ccccc3C2)cc2c(=O)n3ccccc3nc21 the results were Pol eta inh 9%, Pol kappa inh -16%, Apoferritin bind 692%[activator], Pol iota inh 16%, RXFP1 antag 0, PGK inhibitor -1%, APEX1 inh -5%, BLM helicase inh -7% and Pol beta inh 17%.
`Cc1ccc(OCC(=O)Nc2cccc3ccc(C)nc23)c(C)c1` gave Pol eta inh 9%, Pol kappa inh 6%, Apoferritin bind -8%, Pol iota inh inconclusive, RXFP1 antag -10, PGK inhibitor -6%, BLM helicase inh -3% and Pol beta inh 0%.
Screening CCN1/C(=C\C(C)=O)Sc2ccc(OC)cc21 returned Pol eta inh -4%, Pol kappa inh -5%, Apoferritin bind -9%, Pol iota inh -12%, RXFP1 antag 5, PGK inhibitor 2%, APEX1 inh 3%, BLM helicase inh 0% and Pol beta inh -1%.
For CCNc1nc(NOC)nc(OCC#N)n1 the results were Pol eta inh -12%, Pol kappa inh -17%, Apoferritin bind 5%, Pol iota inh -14%, RXFP1 antag 1, APEX1 inh 25%, BLM helicase inh -15% and Pol beta inh 7%.
`O=C(O)CN1C(=O)c2cccc(Oc3ccc(Cl)cc3)c2C1=O` gave Pol eta inh 1%, Pol kappa inh -12%, Apoferritin bind -6%, Pol iota inh 3%, RXFP1 antag 1, PGK inhibitor -5%, APEX1 inh -7%, BLM helicase inh -2% and Pol beta inh 24%.
Screening Cc1c2cnn(CC(=O)NCCc3ccccc3)c(=O)c2c(C)n1Cc1ccccc1Cl returned Pol eta inh -16%, Pol kappa inh -5%, Apoferritin bind -2%, Pol iota inh 12%, RXFP1 antag inconclusive, PGK inhibitor inactive, BLM helicase inh 2% and Pol beta inh 4%.
For CC1(C(=O)N(CC(=O)NC2CCCC2)C2CCCC2)CC(=O)N=C2C=CC=CN21 (stereo not drawn) the results were Pol eta inh -3%, Pol kappa inh -6%, Apoferritin bind -4%, Pol iota inh -5%[58.9 µM], RXFP1 antag -10, PGK inhibitor -7%, APEX1 inh 13%, BLM helicase inh 0% and Pol beta inh 47%.
Screening CC(OC(=O)c1nc(Cl)ccc1Cl)C(=O)Nc1ccccc1F (stereo not drawn) returned Pol eta inh -11%, Pol kappa inh 1%, Pol iota inh 16%, RXFP1 antag -39, PGK inhibitor -2% and APEX1 inh 48%.
`CCCCn1c(N)c(N(CCC(C)C)C(=O)c2ccc([N+](=O)[O-])o2)c(=O)[nH]c1=O` gave Pol eta inh -18%, Pol kappa inh -10%, Apoferritin bind -1%, Pol iota inh 14%, RXFP1 antag 5, PGK inhibitor -2%, APEX1 inh 10%, BLM helicase inh -3% and Pol beta inh -3%.
S=C(Nc1ccc(Cl)cc1)NC1CC2CCCC(C1)N2C1CC1 (stereo not drawn) was read as Pol eta inh -15%, Pol kappa inh -4%, Apoferritin bind -11%, Pol iota inh 26%, RXFP1 antag -22, PGK inhibitor 0%, APEX1 inh -2%, BLM helicase inh -5% and Pol beta inh -24%.
Cc1ccc(-n2c(C)cc(C(=O)COc3c(CO)cc(F)cc3CO)c2C)cc1C was read as Pol eta inh -19%, Pol kappa inh -2%, Apoferritin bind -22%, Pol iota inh 9%, PGK inhibitor 3%, APEX1 inh -3%, BLM helicase inh -5% and Pol beta inh inconclusive.
CC(=O)NC(Cc1ccccc1C)C(=O)NC1CCN(C(=O)c2cccc(C)c2)CC1 (stereo not drawn) was read as Pol eta inh -4%, Pol kappa inh 15%, Apoferritin bind -4%, Pol iota inh 19%, RXFP1 antag 4, PGK inhibitor -5%, APEX1 inh -1%, BLM helicase inh -5% and Pol beta inh 10%.
CN1CCc2c(sc(NC(=O)Cc3ccccc3)c2C(N)=O)C1 was read as Pol eta inh 0%, Pol kappa inh 1%, Apoferritin bind -6%, Pol iota inh -9%, RXFP1 antag 7, PGK inhibitor -8%, APEX1 inh 55%[activator], BLM helicase inh 1% and Pol beta inh 4%.
For Cc1noc(C)c1C(=O)NCCc1c(C)[nH]c2ccccc12 the results were Pol eta inh -10%, Pol kappa inh -6%, Apoferritin bind -18%, Pol iota inh 40%[activator], RXFP1 antag -21, PGK inhibitor 8%, APEX1 inh 14%, BLM helicase inh 2% and Pol beta inh 16%.
Screening Oc1c(C(c2cccc(F)c2)N2CCN(Cc3ccccc3)CC2)sc2ncnn12 (stereo not drawn) returned Pol eta inh -14%, Pol kappa inh -2%, Apoferritin bind -4%, Pol iota inh 15%, RXFP1 antag 1, PGK inhibitor -10%, APEX1 inh 14%, BLM helicase inh 2% and Pol beta inh 29%.
For CCc1cc2c(=O)[nH]c(-c3ccccn3)nc2s1 the results were Pol eta inh -8%, Pol kappa inh -7%, Apoferritin bind -4%, Pol iota inh 4%, RXFP1 antag -14, PGK inhibitor -9%, APEX1 inh 3%, BLM helicase inh -8% and Pol beta inh 19%.
`COC(=O)c1ccc(C(=O)OC)c(NC(=S)N2CCCC2)c1` gave Pol eta inh -1%, Pol kappa inh 13%, Apoferritin bind -4%, Pol iota inh 46%[activator], RXFP1 antag 4, PGK inhibitor 1%, APEX1 inh 34%, BLM helicase inh -6% and Pol beta inh -2%.
Screening O=C(CSc1nccn1Cc1ccco1)Nc1ccc(OC(F)(F)F)cc1 returned Pol eta inh -8%, Pol kappa inh -8%[60.1 µM], Apoferritin bind -11%, Pol iota inh 1%, RXFP1 antag 3, PGK inhibitor -1%, BLM helicase inh -4% and Pol beta inh -21%.
`CC(C)(C)NC(=O)CSc1nc2ccc(NC(=O)CSc3nnnn3Cc3ccccc3)cc2s1` gave Pol eta inh -13%, Pol kappa inh -4%, Apoferritin bind -16%, Pol iota inh 22%, RXFP1 antag -9, PGK inhibitor -2%, APEX1 inh -5%, BLM helicase inh -8% and Pol beta inh 10%.

The final 2 compounds of the part above open the next one.
Screening O=C(CSc1nccn1Cc1ccco1)Nc1ccc(OC(F)(F)F)cc1 returned Pol eta inh -8%, Pol kappa inh -8%[60.1 µM], Apoferritin bind -11%, Pol iota inh 1%, RXFP1 antag 3, PGK inhibitor -1%, BLM helicase inh -4% and Pol beta inh -21%.
`CC(C)(C)NC(=O)CSc1nc2ccc(NC(=O)CSc3nnnn3Cc3ccccc3)cc2s1` gave Pol eta inh -13%, Pol kappa inh -4%, Apoferritin bind -16%, Pol iota inh 22%, RXFP1 antag -9, PGK inhibitor -2%, APEX1 inh -5%, BLM helicase inh -8% and Pol beta inh 10%.
For COc1ccc(NC(=O)CNC(=O)Cn2c(C)cc3ccccc3c2=O)cc1OC the results were Pol eta inh -25%&-14%, Pol kappa inh 6%&-10%, Apoferritin bind 5%&-11%, Pol iota inh 38%&7%[activator], RXFP1 antag -16, PGK inhibitor -3%&-5%, APEX1 inh 1%, BLM helicase inh -10%&-8% and Pol beta inh 32µM*.
`CC1CCC(NC(=O)C2CCN(C(=O)Nc3ccccc3)CC2)CC1` (stereo not drawn) gave Pol eta inh -26%, Pol kappa inh -18%, Pol iota inh -2%, RXFP1 antag 6, PGK inhibitor -2% and APEX1 inh -18%.
Screening CCCCNC(=O)CN1C(=O)NC2(CCCc3ccccc32)C1=O (stereo not drawn) returned Pol eta inh -3%, Pol kappa inh -5%, Apoferritin bind -8%, Pol iota inh 12%, RXFP1 antag 1, PGK inhibitor -5%, APEX1 inh 2%, BLM helicase inh -1% and Pol beta inh 36%.
`Cc1ccccc1NC(=O)N1CCN(c2ncccn2)CC1` gave Pol eta inh -9%, Pol kappa inh 9%, Apoferritin bind -1%, Pol iota inh 37%[activator], RXFP1 antag -7, PGK inhibitor -2%, APEX1 inh 1%, BLM helicase inh -5% and Pol beta inh 12%.
Cn1c(Cn2nnc3ccccc32)nnc1SCC(=O)c1ccc(F)cc1 was read as Pol eta inh -5%, Pol kappa inh 0%, Apoferritin bind -12%, Pol iota inh -17%, RXFP1 antag -2, PGK inhibitor -6%[11.5 µM], APEX1 inh -3%, BLM helicase inh -8% and Pol beta inh 6%.
Screening COc1c(Cl)cnn(-c2ccc(Cl)c(Cl)c2)c1=O returned Pol eta inh -5%, Pol kappa inh -9%, Apoferritin bind -7%, Pol iota inh 34%[activator], RXFP1 antag -2, PGK inhibitor 5%, APEX1 inh inconclusive, BLM helicase inh 0% and Pol beta inh 3%.
Screening COC(=O)c1nc2ccc(C)cn2c1F returned Pol eta inh -6%, Pol kappa inh -14%, Apoferritin bind -6%, Pol iota inh 3%, PGK inhibitor -1%, APEX1 inh -4%, BLM helicase inh -1% and Pol beta inh 10%.
Cc1ccccc1-c1noc(N)c1C#N was read as Pol eta inh -10%, Pol kappa inh -2%, Apoferritin bind -8%, Pol iota inh -1%, RXFP1 antag 5, PGK inhibitor inactive, APEX1 inh 12%, BLM helicase inh -2% and Pol beta inh 1%.
`Cc1cccc(N2CCN(c3ccc(NC(=O)/C=C\C(=O)O)cc3)CC2)c1` gave Pol eta inh -14%, Pol kappa inh -40%, Apoferritin bind -11%, Pol iota inh 72%[activator], RXFP1 antag 7, PGK inhibitor -11%, APEX1 inh 12%, BLM helicase inh -3% and Pol beta inh 12%.
`COc1c2c(c(CCC(=O)O)c3c1C=CC(C)(C)O3)OC(C)(C)C=C2` gave Pol eta inh 18µM*, Pol kappa inh -29%, Pol iota inh inconclusive and PGK inhibitor -1%.
`COc1cc(C2N(C)CCC3(OCCO3)C2(C)C)cc(OC)c1OC` (stereo not drawn) gave Pol eta inh -19%, Pol kappa inh 0%, Apoferritin bind 1%, Pol iota inh 1%, PGK inhibitor -11%, APEX1 inh 1%, BLM helicase inh -1% and Pol beta inh 26%.
For CCOc1ccccc1CNC(=O)CSc1nnc(C)c2c(C)n(-c3ccccc3)nc12 the results were Pol eta inh 1%, Pol kappa inh 0%, Apoferritin bind 3%, Pol iota inh 3%, RXFP1 antag -15, PGK inhibitor inactive, BLM helicase inh 0% and Pol beta inh 32%.

High-throughput results from PubChem.

Only part of the results is shown; count on the stated rates, not on these rows.
